# L3MBTL1 block: qHTS Assay for the Inhibitors of L3MBTL1 | Lethal(3)malignant brain tumor-like protein 1 (Homo sapiens), Q9Y468 | AlphaScreen L3MBTL1–H3K9me1 peptide binding | Potency, µM (titrated, usually from 57.1 µM), without a hit: at the highest dose activity, negative = inhibition, actives largely listed as inhibitors | hit rate 0.66% among 230,000 | AID 485360, 2010; active = well fitted inhibition curve with a large enough effect; note: nearly all actives have a fitted effect of over 60% in size
# Target sequence (Q9Y468 whole entry, looked up): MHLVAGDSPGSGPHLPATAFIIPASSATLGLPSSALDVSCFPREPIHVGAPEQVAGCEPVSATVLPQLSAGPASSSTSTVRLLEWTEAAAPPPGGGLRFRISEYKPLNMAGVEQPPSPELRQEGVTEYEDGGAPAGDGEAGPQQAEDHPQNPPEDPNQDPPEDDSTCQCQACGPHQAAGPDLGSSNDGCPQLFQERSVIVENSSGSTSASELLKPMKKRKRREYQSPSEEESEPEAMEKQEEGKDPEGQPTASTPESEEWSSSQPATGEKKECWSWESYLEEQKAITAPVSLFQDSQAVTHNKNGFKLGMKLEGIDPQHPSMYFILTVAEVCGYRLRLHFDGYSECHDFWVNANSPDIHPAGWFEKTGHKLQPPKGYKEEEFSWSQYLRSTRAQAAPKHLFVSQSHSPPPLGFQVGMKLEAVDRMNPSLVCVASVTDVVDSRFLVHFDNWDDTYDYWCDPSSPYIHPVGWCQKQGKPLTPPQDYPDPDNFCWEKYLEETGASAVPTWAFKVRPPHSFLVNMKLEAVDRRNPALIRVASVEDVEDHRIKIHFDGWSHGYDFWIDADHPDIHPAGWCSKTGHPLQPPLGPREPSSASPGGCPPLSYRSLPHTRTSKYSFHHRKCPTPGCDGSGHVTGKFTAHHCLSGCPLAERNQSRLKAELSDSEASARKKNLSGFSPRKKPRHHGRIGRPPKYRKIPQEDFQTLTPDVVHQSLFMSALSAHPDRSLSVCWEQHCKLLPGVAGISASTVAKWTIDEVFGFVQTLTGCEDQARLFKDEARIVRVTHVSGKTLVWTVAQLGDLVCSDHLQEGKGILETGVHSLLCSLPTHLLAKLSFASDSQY
#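 L3MBTL1 50 nM + b-AHA-H3(1-15)K9me1 75 nM, 30 min RT; compound added, 30 min RT; streptavidin donor/Ni-chelate acceptor beads 10 ug/mL each final, 30 min RT dark; AlphaScreen read.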
# Numbers without * were called inactive; [ ] = dose if it differs, or a comment. % is set by controls: 0 for no effect and ±100 for the full control effect; potency is the fitted concentration of half-maximal effect.
SMILES,L3MBTL1 block
CC(C)(C)c1cc(C(=S)N2CCCC2)cc(C(C)(C)C)c1O,-3%
CCOc1ccc(NC(=O)CNC(=O)c2ccco2)cc1,0%
O=C(Cc1ccc2ccccc2c1)Nc1ccccc1Br,4%
Nc1cccc(-c2nc3ncccc3o2)c1,16%
O=C(NNC(=O)c1ccccc1O)c1ccc(-c2ccc([N+](=O)[O-])cc2)o1,-11%
COc1ccc(C)cc1NC(=O)c1cc(S(=O)(=O)N2CCCCC2)ccc1N1CCOCC1,-2%
CCc1ccc(-c2nn(Cc3ccccc3)cc2C(=O)NCC2CCCO2)cc1 (centres undefined),1%
CC(=O)N1CCN(c2ccc(NC(=O)c3ccc([N+](=O)[O-])cc3)cc2)CC1,0%
COc1ccc(C2=CSC3=NCCN23)cc1Cl,-8%[2.29 µM]
Cc1cc(C)n2nc(SCC(=O)NC(=O)c3ccccc3Cl)nc2n1,-1%
Cc1ccc(SCCC(=O)OC(C)C(=O)Nc2ccccc2)cc1 (centres undefined),8%
COc1cc(SC)ccc1C(=O)Nc1nc(C)cc(C)n1,7%
Cc1ccc2c(CC(=O)N3CCN(S(=O)(=O)c4ccccc4)CC3)coc2c1,-8%
O=S(=O)(NCC1(N2CCOCC2)CCCCC1)c1ccc(F)c(F)c1F,-5%
CCOc1ccccc1NC(=O)c1ccc2c(c1)C(=O)N(CC(C)C)C2=O,7%
O=C(Nc1ccc(-n2cc(Cl)cn2)cc1)c1ccncc1,11%
O=[N+]([O-])c1cccc(CN2C[C@@]34C=C[C@@H](C[C@@H]3S2(=O)=O)O4)c1,0%
O=C(COC(=O)c1ccc([N+](=O)[O-])s1)Nc1ccc(F)cc1,-19%
O=C(c1ccc([N+](=O)[O-])o1)N1CCN(c2nc3c(F)cc(F)cc3s2)CC1,-5%
COc1ccc(-c2ccc(N)cn2)cn1,2%
COc1ccc(CN2CCSCC2)c(OC)c1C,-1%
O=C(CCC(=O)N1CCN(c2cccc(Cl)c2)CC1)c1cccs1,-5%
COc1ccc(OC)c(NC(=O)Cc2csc(NC(=O)Nc3ccccc3OC)n2)c1,-16%
O=C(c1ccccc1F)N1CCN(c2ccccn2)CC1,2%
Cc1ccc(Nc2nnc(SCC(=O)NC3CC3)s2)cc1,-1%
CCN(CC1COc2ccccc2O1)C(=O)CN1C(=O)NC(C)(c2ccc(C)cc2)C1=O (centres undefined),13%
COc1ccc(C(C)(C)C)cc1NC(=O)C1CC(=O)N(C2CCCC2)C1 (centres undefined),3%
COc1ccc(CCN(C)C(=O)CN2C(=O)NC3(CCCCCC3)C2=O)cc1OC,7%
CC1CCCN(C(=O)c2cn(-c3ccccc3)nc2-c2cccnc2)C1 (centres undefined),-7%
CN1CCN(C(CNC(=O)C(=O)NC2CCCC2)c2ccc(F)cc2)CC1 (centres undefined),0%
CC(=O)c1c(C)[nH]c(C(=O)OCC(=O)N2CC(C)OC(C)C2)c1C (centres undefined),2%
Nc1c(C(=O)CSc2nnc(Nc3ccc(F)cc3)s2)c(=O)[nH]c(=O)n1C1CC1,8%
O=C(Oc1ccc(Br)cc1)C1CCN(C2=NS(=O)(=O)c3ccccc32)CC1,3%
CC(C)(C)OC(=O)N1CCC(Cc2cc(-c3cccc(Br)c3)no2)(C(=O)O)CC1,12%
CN(C(=O)COC(=O)c1ccc(C(C)(C)C)cc1)C1CCS(=O)(=O)C1 (centres undefined),10%
O=C(c1cc(Br)ccc1Cl)N1CCN(c2ccccn2)CC1,4%
CC1CN(C(=O)c2cc(Br)c(Br)s2)CC(C)O1 (centres undefined),-6%
Cc1c(NC(=O)C(C)Oc2ccc(Br)cc2Cl)c(=O)n(-c2ccccc2)n1C (centres undefined),14%
O=C1[C@H]2[C@@H](c3ccc(F)cc3)N3C(=O)N(c4ccccc4)C(=O)[C@@]3(Cc3ccc(Cl)cc3)[C@H]2C(=O)N1C1CCCCC1,-8%
COc1ccc(CC(=O)NCC2CCCN(Cc3cccc(C(F)(F)F)c3)C2)cc1 (centres undefined),-1%
COc1cc(/C=C2\C(=N)N3N=C(N4CCOCC4)SC3=NC2=O)ccc1OC(=O)c1ccccc1,-1%
CCCCC(=O)Nc1ccc(NC(=O)c2ccco2)cn1,11%
COc1ccccc1Nc1nnc(SCC(=O)NC2CC2)s1,-1%
CCCc1cc(=O)[nH]c2nnc(SCC(=O)Nc3nnc(CC)s3)n12,-8%
CCOc1cccc2sc(N(CCN(CC)CC)C(=O)c3cccc(N4C(=O)CCC4=O)c3)nc12,5%
CC(C)NC(=O)C1CCN(Cc2cccc(Oc3ccccc3)c2)CC1,0%
CC1C(=O)N2CCCc3cc(NC(=O)C(=O)NCCc4c[nH]c5ccccc45)cc1c32 (centres undefined),-8%
CCC1(c2ccccc2)NC(=O)N(CC(=O)N2CC(=O)Nc3ccccc32)C1=O (centres undefined),2%
O=C(COc1ccccc1F)Nc1cc(S(=O)(=O)Nc2cccc(Cl)c2)ccc1O,-2%
Cc1noc(NS(=O)(=O)c2ccc(NC(=O)c3cc4ccccc4o3)cc2)c1C,0%
CCOc1ccccc1N1CC(C(=O)NC2CCCCCC2)CC1=O (centres undefined),1%
COc1cccc(NC(=O)CSc2cccc[n+]2[O-])c1,4%
O[C@@H]1CN(C2CCCCC2)CC[C@H]1N1CCN(CCc2ccccc2)CC1,5%
CCN(C(=O)COC(=O)c1cc(C)oc1C)c1c(N)n(Cc2ccccc2)c(=O)[nH]c1=O,-2%
COc1cc(OC)c(C(=O)OCC(=O)c2ccc3c(c2)NC(=O)CO3)cc1OC,10%
CCOc1ccc(C(=O)NCC2CCCN2S(=O)(=O)c2cccs2)cc1 (centres undefined),-6%
CC1(C)Cc2cccc(OCC(=O)NCc3cccs3)c2O1,3%
OCCCNc1nc(-c2ccc(Cl)cc2)nc2ccccc12,1%
O=C(OCCCc1cc2ccccc2c(=O)o1)c1ccc(F)cc1,30%[activator]
O=C1C=C(N2CCOCC2)c2ccccc2C1=O,-7%[2.29 µM]

# The listing continues.
SMILES,L3MBTL1 block
O=C(COC(=O)c1ccc([N+](=O)[O-])s1)c1ccc[nH]1,-85%
CCOC(=O)C1CCCN(CC(=O)Nc2ccc(C(=O)Nc3ccccc3OC)cc2)C1 (centres undefined),2%
CCC(C)C1/C=C\CC(NC(=O)OCC2c3ccccc3-c3ccccc32)CC(=O)N1Cc1ccccc1 (centres undefined),-5%
O=C(COc1ncnc2sccc12)NC1CCCCC1,-2%
CC(=O)Nc1ccc(C(=O)N2CCCc3ccccc32)cc1,4%
COc1ccc(OCC(=O)NNC(=O)C(=O)Nc2ccccc2)cc1,7%
CCS(=O)(=O)N1CCC(C(=O)Oc2ccccc2OC)CC1,3%
Cc1ccc(C(=O)N[C@H](C(=O)NC2CCCCCCC2)C(C)C)cc1,6%
O=C(Cn1cc(C(F)(F)F)ccc1=O)OCC(=O)c1ccc[nH]1,-3%
CCc1cc(=O)oc2c(C)c(OC(C)C(=O)NCC3CCC(C(=O)O)CC3)ccc12 (centres undefined),5%
O=C(c1ccc(Cl)cc1)N1CCc2ccccc21,8%
COc1ccccc1C(=O)NCCC(=O)NC1CCCC(C)C1C (centres undefined),12%
CS(=O)(=O)c1ccc(NS(=O)(=O)c2ccc(Cl)c(C(=O)NCc3ccco3)c2)cc1,0%
CC1(C)C[C@H](O)[C@]2(CO)CC[C@]3(C)C(=CCC4[C@@]5(C)CC[C@H](O)C(C)(C)C5CC[C@]43C)[C@@H]2C1 (some centres undefined),10%
COc1ccc(-c2c3c(cc4ncn(Cc5ccccc5)c24)COC3=O)cc1,-1%
CCN(CC(=O)Nc1ccccc1OC)C(=O)C1CCC1,0%
COc1ccc(S(=O)(=O)N(C)C[C@@H]2Oc3ccc(NS(=O)(=O)c4cn(C)cn4)cc3C(=O)N([C@@H](C)CO)C[C@@H]2C)cc1,3%
O=C(Nc1ccc(F)cc1)C(c1ccccc1)N1CCN(CC(=O)N2CCCC2)CC1 (centres undefined),1%
Cc1ccc(C2=NN(C(=O)CSc3nnnn3C)C(c3ccco3)C2)cc1 (centres undefined),-3%
O=C(NCCC1CCCCN1S(=O)(=O)c1ccc(Cl)cc1)C(=O)NCc1ccncc1 (centres undefined),2%
Cc1ccccc1CNC(=O)CN(c1ccccc1Cl)S(C)(=O)=O,-4%
COc1cccc(NC(=O)c2cnc(SCC(=O)NCc3ccc4c(c3)OCO4)n(C)c2=O)c1,3%
OCC1(CCOc2ccccc2)CCN(Cc2cc(Cl)ccc2O)CC1,-3%
Cc1c(NC(=O)c2ccc(S(=O)(=O)N3CCOCC3)cc2)cccc1[N+](=O)[O-],7%
O=C(OCC(=O)N1N=C(c2ccc(Cl)cc2)CC1c1ccco1)c1cccnc1 (centres undefined),-91%
Oc1c(Br)cc(/C=N/n2c(-c3ccccc3)n[nH]c2=S)c(Br)c1O,0.79µM*
O=C(O)c1ccc(-c2noc(-c3cccc(Cl)c3)n2)cc1,10%
CCCn1c(C)cc(-c2csc(NC(=O)CCc3nc4ccccc4c(=O)[nH]3)n2)c1C,-2%
CCOC(=O)C1=C(COc2ccccc2)NC(=O)NC1c1ccc(Br)cc1 (centres undefined),-2%
Cc1cc(O)c2c(c1O)C(=O)[C@]13C(=C2O)C(=O)[C@@H]2[C@@H](O)[C@H]1[C@@H]1[C@H](O)[C@H]3C(=O)C3=C(O)c4c(O)cc(C)c(O)c4C(=O)[C@]312,4.5µM*

# Another view of part of the listing above.
mol	L3MBTL1 block
CC1(C)C[C@H](O)[C@]2(CO)CC[C@]3(C)C(=CCC4[C@@]5(C)CC[C@H](O)C(C)(C)C5CC[C@]43C)[C@@H]2C1 (some centres undefined)	10%
COc1ccc(-c2c3c(cc4ncn(Cc5ccccc5)c24)COC3=O)cc1	-1%
CCN(CC(=O)Nc1ccccc1OC)C(=O)C1CCC1	0%
COc1ccc(S(=O)(=O)N(C)C[C@@H]2Oc3ccc(NS(=O)(=O)c4cn(C)cn4)cc3C(=O)N([C@@H](C)CO)C[C@@H]2C)cc1	3%
O=C(Nc1ccc(F)cc1)C(c1ccccc1)N1CCN(CC(=O)N2CCCC2)CC1 (centres undefined)	1%
Cc1ccc(C2=NN(C(=O)CSc3nnnn3C)C(c3ccco3)C2)cc1 (centres undefined)	-3%
O=C(NCCC1CCCCN1S(=O)(=O)c1ccc(Cl)cc1)C(=O)NCc1ccncc1 (centres undefined)	2%
Cc1ccccc1CNC(=O)CN(c1ccccc1Cl)S(C)(=O)=O	-4%
COc1cccc(NC(=O)c2cnc(SCC(=O)NCc3ccc4c(c3)OCO4)n(C)c2=O)c1	3%
OCC1(CCOc2ccccc2)CCN(Cc2cc(Cl)ccc2O)CC1	-3%
Cc1c(NC(=O)c2ccc(S(=O)(=O)N3CCOCC3)cc2)cccc1[N+](=O)[O-]	7%
O=C(OCC(=O)N1N=C(c2ccc(Cl)cc2)CC1c1ccco1)c1cccnc1 (centres undefined)	-91%
Oc1c(Br)cc(/C=N/n2c(-c3ccccc3)n[nH]c2=S)c(Br)c1O	0.79µM*
O=C(O)c1ccc(-c2noc(-c3cccc(Cl)c3)n2)cc1	10%
CCCn1c(C)cc(-c2csc(NC(=O)CCc3nc4ccccc4c(=O)[nH]3)n2)c1C	-2%
CCOC(=O)C1=C(COc2ccccc2)NC(=O)NC1c1ccc(Br)cc1 (centres undefined)	-2%
Cc1cc(O)c2c(c1O)C(=O)[C@]13C(=C2O)C(=O)[C@@H]2[C@@H](O)[C@H]1[C@@H]1[C@H](O)[C@H]3C(=O)C3=C(O)c4c(O)cc(C)c(O)c4C(=O)[C@]312	4.5µM*

# The listing continues:
SMILES,L3MBTL1 block
CCC(=O)c1ccc(OCC(=O)N(CC)CC2COc3ccccc3O2)cc1 (centres undefined),3%
OCCN(CCCn1c(-c2ccncc2)nc2ccccc21)c1nc(CN2CCCCC2)cs1,1%
[S-]c1nnc(-c2ccc(Br)cc2)n1-c1ccccc1.[Zn+2],5%[2.29 µM]
Cc1ccc2nc(N3CCN(C(=O)c4ccco4)CC3)sc2c1,5%
CCCN(C(=O)CCc1ccc(OC)cc1)c1c(N)n(Cc2ccccc2)c(=O)[nH]c1=O,-1%
CC(C)[C@H](NC(=O)OCc1ccccc1)C(=O)NC(C=O)Cc1ccccc1 (some centres undefined),3%
Cc1ccc(OCCCCCN2CCOCC2)cc1,-2%
C=CCN(CC=C)Cc1c(O)ccc2c(=O)c(-c3ccccc3)coc12,6%
Cc1cc(C)c(NC(=O)Nc2ccccc2)c(C)n1,-1%
CC(C)Sc1ncnc2c1cnn2-c1ccccc1,24%
COc1ccc(CNCc2ccc3c(c2)OCO3)c(OC)c1OC,-2%
CC1CN(S(=O)(=O)c2cccc(C(=O)NCc3ccco3)c2)CC(C)O1 (centres undefined),-7%
Cc1ccccc1NC(=O)CSc1nnc2ccc(-c3cccnc3)nn12,-1%
COc1ccc(CCNC(=O)C2CCN(C(=O)c3cccc(Cl)c3)CC2)cc1OC,-1%
Cc1ccc(C)c(NC(=O)Cn2ccn(-c3ccc4c(c3)OCO4)c(=O)c2=O)c1,6%
Cc1cc(C)n2nc(SCC(=O)Nc3ccc(S(=O)(=O)N(C)C)cc3)nc2n1,3%
CC(Oc1ccccc1F)C(=O)NNC(=O)CC(C)c1ccccc1 (centres undefined),-3%
CN(C)c1cc[n+](CC(=O)Nc2cccc([N+](=O)[O-])c2)cc1,5%
O=C1N[C@@H](c2ccccc2)COC(=O)[C@@H](Cc2ccc(F)cc2)CC/C=C/C[C@@H]1CC(=O)N(CCO)Cc1ccccc1,0%
CC(NC(=O)[C@H](NC(=O)[C@@H]1Cc2ccccc2CN1)c1ccccc1)c1ccccc1 (some centres undefined),0%
CC(C)(C)NC(=O)N1CCN(S(=O)(=O)c2ccc3c(c2)CCC3)CC1,24%
CCc1ccccc1NC(=O)c1cc(S(=O)(=O)N2CCCC2)c[nH]1,-7%

# Assay outcomes as filed in PubChem.

# An excerpt (hit frequency here may not be typical).
